Pemphigus Ab inh = inhibitors of pemphigus antibody binding to DSG3, primary screen, biochemical, bead-based, flow cytometry, scFv-GFP; Desmoglein-3 (Homo sapiens), P32926; DSG3-coupled beads, scFv-anti-DSG3-GFP binding; hits give low values; binding (percent of control), % at 10 µM; hit rate 0.48% among 310,000; AID 588358, 2011;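 active means binding more than 3 SD below its plate's average and above zero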;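 further: hits lower antibody fragment binding to DSG3; some compounds called inactive have numbers as strong as hits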
Mot1-301 SUMO = yeast Mot1-301 growth rescue at high temperature, primary screen, SUMOylation pathway inhibitor project, S. cerevisiae, ATP luminescence, 38.5C | S. cerevisiae Mot1-301 growth rescue; percent above DMSO median, 100 means doubled | growth rescue, % at 18.8 µM | hit rate 1% among 320,000;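 active means every valid replicate shows activation above 250% relative to neutral control wells; inactive means the rest, any valid replicate at or below 250%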;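 further: OY570 slx delta 5 strain wells were the positive control but not used for scaling; some compounds called inactive have numbers as strong as hits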
Arr AP2 block = inhibitors of beta-arrestin/AP2 binding, primary screen, biochemical, GPCR trafficking, flow cytometry. FITC-arrestin peptide / GST-AP2 beads; AP2 beta2 appendage carries R879A mutation. hit rate 0.31% among 340,000. inhibition, % at 10 µM. AID 504490, 2011;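 active means inhibition above a set limit, near 3 SD of compounds lacking own fluorescence, cut at about 54% in these data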;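 further: plate controls were DMSO wells for no effect and 5 µM unlabelled arrestin peptide for full effect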
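Material – AP2 appendage R879A on GSH beads · Buffer or medium – PBS with 0.05% Tween 20 and 0.1% BSA · Probe or stimulus – fluorescein-tagged arrestin peptide at 50 nM final · Incubation – compound with beads 12 min RT, then probe 1 h RT · Detection – high-throughput flow cytometry of beads, ex 488, em 535 nm · Evaluation – percent response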
PKA-R1A act = activators of PKA-R1A holoenzyme, primary screen, biochemical, fluorescence polarization, Cy5-IP20, bovine R1A, mouse PKAc; cAMP-dependent protein kinase type I-alpha regulatory subunit (Bos taurus) + …; PKA-R1A dissociation; scaled: DMSO 0%, 113 µM cGMP 100%; hit rate 0.083% among 340,000; activation, % at 11.4 µM;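 active means percent activation above the mean of all tested compounds plus 3 SD, cut at about 19% in these data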;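 further: higher means more PKAc released from R1A so a rise in polarization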
phage Ecoli inh = growth loss of phage-infected E. coli, primary screen, RecBCD inhibitor project, absorbance, with phage, HTS; inhibition, % at 11.9 µM; hit rate 0.26% among 360,000; AID 651602, 2012; in the data active means inhibition above about 11%
Tat export inh = E. coli Tat export inhibitors, primary screen, MC4100, TorA-mCherry reporter, fluorescence, single point. inhibition, % at 10 µM. hit rate 0.036% among 340,000. AID 488895, 2010;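 active means mean replicate inhibition at least 50% and at least half of replicates individually reaching 50%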;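 further: exported cargo escapes ClpAP degradation while cytoplasmic cargo is degraded and loses fluorescence; 0% = median of neutral control wells and 100% = median of NaSCN control wells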
Ecoli viability = E. coli V3065 growth inhibition, primary screen, counter-screen for AddAB inhibitor project, absorbance, OD600 | 18 h | inhibition, % at 11.9 µM | hit rate 0.27% among 330,000 | AID 449728, 2010;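 active means inhibition above the campaign's mean inhibition across all tested compounds plus 3 SD, cut at about 9.9% in these data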;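 further: uninfected addAB+ strain grown without phage in ampicillin broth; 0% = DMSO wells and 100% = ciprofloxacin 0.95 µg/ml wells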
MOR-DOR inv ag = inverse agonists of MOR-DOR heterodimerization, primary screen, cell-based, luminescence. Mu-type opioid receptor (Homo sapiens) + Delta-type opioid receptor (Homo sapiens), …. inhibition, % at 9.3 µM. cell-based MOR-DOR heterodimer luminescence, inverse agonism. AID 504357, 2011. hit rate 0.21% among 340,000; in the data active means inhibition above about 22%, passing the limit was not always enough;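 further: 0% = cells with DMSO and 100% = wells without cells with DMSO; values of inactives mirror those of a sister screen read the other way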
Target sequence (P35372 whole entry, looked up): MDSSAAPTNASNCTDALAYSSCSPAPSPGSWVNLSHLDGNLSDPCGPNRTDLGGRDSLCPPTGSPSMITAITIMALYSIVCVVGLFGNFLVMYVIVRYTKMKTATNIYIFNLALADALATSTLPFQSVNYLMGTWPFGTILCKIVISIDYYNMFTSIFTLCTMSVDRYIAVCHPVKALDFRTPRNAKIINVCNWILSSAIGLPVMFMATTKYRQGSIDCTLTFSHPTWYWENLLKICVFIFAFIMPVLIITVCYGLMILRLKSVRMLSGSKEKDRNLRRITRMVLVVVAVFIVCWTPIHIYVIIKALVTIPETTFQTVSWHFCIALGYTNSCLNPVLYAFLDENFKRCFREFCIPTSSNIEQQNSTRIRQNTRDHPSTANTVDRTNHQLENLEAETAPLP
Target sequence (P41143 whole entry, looked up): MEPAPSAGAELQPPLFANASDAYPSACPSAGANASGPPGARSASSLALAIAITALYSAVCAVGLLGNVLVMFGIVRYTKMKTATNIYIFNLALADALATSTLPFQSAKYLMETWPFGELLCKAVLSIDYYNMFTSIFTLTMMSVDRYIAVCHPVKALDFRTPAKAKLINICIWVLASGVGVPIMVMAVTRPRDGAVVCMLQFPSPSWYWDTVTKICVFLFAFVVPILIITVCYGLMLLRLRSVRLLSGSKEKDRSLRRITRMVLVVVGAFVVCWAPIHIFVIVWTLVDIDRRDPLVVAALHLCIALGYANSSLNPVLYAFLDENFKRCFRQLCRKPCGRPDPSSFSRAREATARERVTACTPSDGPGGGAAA
PfHsp90 set2 = growth inhibition of PfHsp90-expressing yeast, primary screen, antimalarial PfHsp90 inhibitor project, S. cerevisiae, BacTiter-Glo luminescence, single point, set 2; BacTiter-Glo ATP, 48 h; yeast lacking PDR1 and PDR3 efflux regulators; inhibition, % at 9.4 µM; hit rate 0.32% among 310,000; AID 504621, 2011;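 active means every replicate shows inhibition above about 80%, whatever the replicate mean, limit read from the data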;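 further: 0% = DMSO neutral controls and 100% = 20 µM radicicol positive controls; yeast relying on Plasmodium falciparum Hsp90 in place of its own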
AddAB inh = growth inhibition of E. coli expressing H. pylori AddAB, primary screen, AddAB inhibitor project, absorbance; inhibition, % at 11.9 µM; hit rate 0.29% among 330,000; in the data active means inhibition above about 12%;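 further: 0% = vehicle wells of infected cells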
MOR-DOR ag = agonists of OPRM1-OPRD1 heterodimerization, primary screen, cell-based, luminescence; hit rate 0.3% among 340,000; Mu-type opioid receptor (Homo sapiens) + Delta-type opioid receptor (Homo sapiens), …; cells; AID 504326, 2011; activation, % at 9.3 µM; in the data active means activation above about 18%;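 further: 0% = vehicle-treated cells and 100% = reference agonist; values of inactives mirror those of a sister screen read the other way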
Numbers without * were called inactive; nt = not tested or not shown.

SMILES	Pemphigus Ab inh	Mot1-301 SUMO	Arr AP2 block	PKA-R1A act	phage Ecoli inh	Tat export inh	Ecoli viability	MOR-DOR inv ag	PfHsp90 set2	AddAB inh	MOR-DOR ag
Cc1ccc(NC(=O)c2cc(-c3ccccc3)nn2-c2ccccc2)cc1	84.0	386.2	5.8	-13.3	3.2	-0.8	1.3	19.1	10.8	1.7	-3.6
N=c1c(S(=O)(=O)c2ccccc2)cc2c(=O)n3ccccc3nc2n1C1CCCCC1	100.3	nt	10.6	-8.9	0.0	-14.5	nt	-25.1	-3.9	nt	4.8
CC(C)CC(=O)NC(Nc1ccccc1F)C(Cl)(Cl)Cl (centres undefined)	107.7	-5.5	-6.8	-13.0	1.0	6.5	-0.2	-12.4	22.3	3.2	2.2
CCOC(=O)c1ccc(NC(=O)COc2ccccc2CNC2CCCC2)cc1	101.9	-16.1	-11.8	-1.3	3.0	0.5	1.3	-21.0	4.4	1.7	4.1
CC(C)(C)NS(=O)(=O)c1ccc(NC(=O)C2CCCCC2)cc1	nt	2.8	9.5	-5.5	2.2	4.0	0.8	-1.1	-5.1	2.7	0.2
Cc1nn(-c2nc3ccccc3s2)c(C)c1Oc1ccccc1O	123.5	7.4	-1.4	1.5	nt	27.6	-4.4	-37.0	-4.3	1.6	6.3
COc1ccccc1Nc1nnc(SCC(=O)NC2CCCC2)s1	99.2	-2.9	14.2	-7.5	-1.0	-7.3	0.2	13.7	27.7	-0.8	-3.4
CC(C)N(C(=O)[C@H]1C[C@H](CC(=O)NCCC2=CCCCC2)C(=O)N2CCc3c([nH]c4cc(-c5ccco5)ccc34)[C@]12C)C(C)C	96.6	nt	-4.0	-4.8	2.9	-7.2	-0.5	0.1	23.6	-1.1	0.0
CC1=C(C(=O)OC(C)C)C(c2ccc(Cl)cc2)n2c(s/c(=C\c3ccc(OCC(=O)O)cc3)c2=O)=N1 (centres undefined)	123.6	49.7	35.8	3.4	0.7	-1.6	nt	14.7	-14.7	nt	-3.0
C=CCN(CC=C)CCOc1ccc(C)cc1[N+](=O)[O-]	86.5	4.9	-8.2	-11.7	2.5	-7.9	1.6	2.8	-5.7	5.0	-0.4
O=C(CSc1ccc2nnc(CCNC(=O)c3ccccc3)n2n1)NCCc1ccccc1	100.1	-9.6	13.0	2.0	2.3	22.0	1.0	7.1	-6.3	0.9	-1.3
CCc1ccc(N2CC(C(=O)N/N=C/c3ccccc3)CC2=O)cc1 (centres undefined)	nt	7.9	10.9	11.9	2.3	1.3	-2.0	-8.1	16.7	1.2	1.5
C=CCn1c(Sc2ncc([N+](=O)[O-])s2)n[nH]c1=O	103.8	5.7	13.8	8.2	9.2	10.1	3.3	-53.8	12.3	16.9*	10.6
O=C(NC1CCCC1)c1ccc(CN2CCOCC2)cc1	112.3	-18.4	8.2	2.1	2.0	-0.2	1.1	-10.6	-9.0	-1.3	1.8
O=C(NCc1ccncc1)c1ccc(NS(=O)(=O)c2ccccc2)cc1	104.9	-1.3	2.6	4.4	1.6	-1.1	3.5	13.2	27.6	-0.7	-2.4
CCC(C)(C)C(=O)Nc1cc([N+](=O)[O-])ccc1Cl	104.6	nt	8.6	-0.9	0.9	0.1	-2.7	9.6	-28.2	-0.9	-2.0
COc1ccc(C(C)(C)C)cc1NC(=O)c1c(C)noc1C	104.0	-4.0	6.4	3.4	1.1	-7.7	1.1	-16.8	nt	0.2	3.3
Cc1ccc(O)c(NC(=O)c2cc(-c3ccccc3Cl)on2)c1	113.6	-8.5	-5.1	7.0	0.5	-7.8	1.3	0.6	1.6	-0.8	-0.1
O=C(CCCCCn1c(SCc2ccncc2)nc2ccccc2c1=O)NCc1ccco1	103.9	77.2	-6.1	-4.0	-0.1	1.9	-2.8	17.2	-18.8	0.6	-3.5
O=C(CCCN1C(=O)c2ccccc2C1=O)Nc1sc2c(c1C(=O)NCc1ccco1)CCC2	102.7	-5.6	26.3	-10.1	1.8	4.4	-1.6	17.7	-14.4	0.0	-3.3
Cn1c2ccccc2c(=O)c2ccc(C#Cc3ccc(N)cc3)cc21	90.9	352.4	2.1	6.3	1.0	-3.2	-0.7	-7.0	-8.8	3.1	1.2
CCC(CC)=NNc1cccc([N+](=O)[O-])c1	97.0	0.2	3.2	-6.1	4.2	-0.2	0.3	9.9	-10.3	4.6	-2.2
COC(=O)C(O)(CC(=O)Nc1ccc(OC)cc1)C(F)(F)F (centres undefined)	98.2	-7.3	-0.2	3.0	1.6	-17.0	-3.5	7.2	nt	-1.3	-1.2
Cc1cc(C(=O)NC2CCCCC2)c(C)o1	114.7	198.0	23.7	-5.7	1.9	-1.9	2.5	0.6	nt	1.3	-0.1
CCOC(=O)N1CCN(S(=O)(=O)c2ccc(C(=O)N(CCCN(C)C)c3nc4c(F)cc(F)cc4s3)cc2)CC1	100.2	-8.9	-6.3	-3.3	5.4	7.1	-1.5	10.6	-1.9	-1.9	-1.7
O=C(Nc1ccc(C(F)(F)F)cc1[N+](=O)[O-])O[C@H]1[C@H](Cc2ccccc2)NS(=O)(=O)[C@H]2C[C@@H]3C=C[C@]12O3	96.1	13.1	7.4	-0.2	2.1	-2.1	-0.5	-106.7	-2.5	1.4	18.5*
COC(=O)C(C(C)C)N1CCc2c(C)nc3c(C#N)cnn3c21 (centres undefined)	104.1	-14.1	6.7	-7.1	1.9	14.9	-1.1	11.1	2.7	5.1	-2.1
CCOC(=O)Cc1nnc(NC(=O)Nc2ccccc2)s1	nt	0.9	-6.2	-12.0	2.3	0.4	0.6	11.0	7.7	2.8	-2.7
O=C(COc1ccc(-c2nnco2)cc1)Nc1ccc(F)c(Cl)c1	124.1	30.5	-0.7	-8.4	3.3	6.2	-4.4	15.8	-2.9	0.3	-3.0
CCOC(=O)C1C2C=CC3(CN(C4CCCC4)C(=O)C13)O2 (centres undefined)	70.2	117.6	-2.2	-9.7	-1.9	-1.8	0.6	1.1	-5.5	-0.6	-0.2
CC1(C)CC[C@]2(C(=O)O)CC[C@]3(C)C(=CCC4[C@@]5(C)CC[C@H](O)C(C)(C)C5CC[C@]43C)C2C1 (some centres undefined)	89.5	-19.2	2.9	-6.2	0.7	-3.0	0.7	-3.4	5.6	2.3	0.6
Cc1ccc(-c2ccc3nnc(SCC(N)=O)n3n2)cc1	86.6	-4.3	6.1	0.9	-2.0	-2.4	0.4	4.8	-13.3	1.4	-0.9
Cc1cc(C)c(C2=NOC3C4CCC(C4)C23)c(C)c1 (centres undefined)	110.2	22.1	5.3	-10.2	5.3	0.4	0.3	-28.2	10.0	-1.8	5.6
CSc1nnc2c3cc(F)ccc3n(C)c2n1	140.1	-3.2	-1.8	-0.7	2.5	14.1	0.4	7.2	83.5*	0.7	-1.5
COc1cccc(NC(=O)CN2C(=O)c3cccnc3Oc3ccc(Cl)cc32)c1	105.7	-6.8	7.5	4.5	2.6	0.5	0.3	-7.5	nt	6.4	1.5
CN1C2CCC1CC(NC(=O)c1ccc(Cl)cc1)C2 (centres undefined)	114.5	153.6	5.0	0.7	1.3	-11.4	-0.8	6.0	-0.9	4.7	-1.2
C=CCNC(=O)C1CCC(CNc2nc(=S)[nH]c3ccccc23)CC1 (centres undefined)	99.7	0.4	13.6	-3.6	1.4	-0.2	0.0	-10.6	-33.9	-0.6	1.9
CCCn1c(SCC(=O)NC(=O)NCc2ccccc2)n[nH]c1=O	nt	-12.6	-10.6	-5.9	4.2	-15.5	0.4	3.2	7.1	-1.2	-0.8
C=CCN1C(=O)/C(=C2/Sc3ccccc3N2CC)SC1=S	95.8	10.0	-8.7	-9.5	-0.8	4.8	0.4	10.5	-13.6	-1.2	-2.0
Nc1nc(SCC(=O)Nc2ccc(Br)cc2F)n[nH]1	113.7	-17.8	-6.5	2.3	1.5	0.1	1.0	6.8	2.0	4.0	-1.5
Cc1nn2c(-c3ccc(Cl)cc3)nnc2s1	105.7	-11.5	0.8	-17.6	2.7	-0.4	-0.2	19.8	nt	1.1	-4.3
c1ccc(CCNc2ccc3c(c2)Cc2ccccc2-3)nc1	110.5	nt	-1.8	-3.8	2.1	-2.1	nt	15.1	1.7	nt	-3.1
O=c1[nH]n(Cc2ccccc2)c(=O)c2ccccc12	94.3	285.2	30.2	-7.8	3.6	-13.4	1.0	-7.9	-23.1	1.6	1.5
COc1ccccc1N(C)S(=O)(=O)c1ccc(Cl)c(C(=O)NCc2ccco2)c1	92.7	13.0	-9.2	6.7	-1.6	12.6	-2.0	4.5	nt	0.7	-0.8
O=C(NCc1ccc2c(c1)OCO2)c1cc(-n2cnnc2)ccc1Cl	96.5	5.2	-29.5	8.9	3.1	3.9	0.5	18.5	6.7	0.4	-4.0
COc1ccc(N(CC(=O)O)S(=O)(=O)c2ccc(C)cc2)cc1Cl	99.1	6.4	10.7	2.1	3.1	12.8	-1.7	6.5	6.5	0.9	-1.1
CCCCN1CCN=C1Nc1ccccc1	98.5	-19.0	-0.6	-6.0	2.3	6.7	1.2	18.7	-1.8	4.4	-4.1
Cc1cc2ccccc2n1CCNC(=O)C1CCCCC1	96.4	146.6	5.5	-8.1	1.9	0.5	0.1	-7.3	-1.4	0.9	1.2
O=C(CSc1ccc2nnc(CCNC(=O)c3ccccc3)n2n1)Nc1ccc(F)cc1F	104.9	-1.0	-6.5	-3.0	-0.9	-4.3	-0.7	10.8	-4.6	-1.0	-2.0
O=C(N/N=C/c1cccc(NC(=O)c2ccc(Cl)cc2)c1)c1cccc(O)c1	101.6	-2.9	-1.1	-5.9	-0.3	2.6	-1.8	-10.5	-5.2	-1.5	2.0
Cc1ccccc1OCC(=O)OCC(=O)NCc1ccccc1Cl	101.6	-7.1	36.3	3.4	0.3	-0.7	-2.0	3.7	-5.8	0.7	-0.9
CCCS(=O)(=O)Nc1cccc(-c2ccc3nnc(C)n3n2)c1	102.1	2.6	1.9	-8.2	2.2	-7.8	0.8	1.1	3.3	0.7	-0.2

Source: PubChem BioAssay (several laboratories)

Outcome played no part in choosing rows. Share with any hit: about 2.8%.
